Compound activity as filed in PubChem BioAssay.
Neddylation inh: cullin neddylation inhibition; TR-FRET cullin neddylation, biochemical; calls only at 25 µM; AID 651699; 360,000 tested, 0.58% active; P61081+Q13564; in the data active = inhibition above about 36%
Target sequence (P61081 whole entry, looked up): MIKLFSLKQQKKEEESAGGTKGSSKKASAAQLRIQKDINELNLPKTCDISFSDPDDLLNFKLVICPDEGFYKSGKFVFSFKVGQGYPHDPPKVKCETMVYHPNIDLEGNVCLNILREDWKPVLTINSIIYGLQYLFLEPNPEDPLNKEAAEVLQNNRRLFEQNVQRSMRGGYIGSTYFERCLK
Target sequence (Q13564 whole entry, looked up): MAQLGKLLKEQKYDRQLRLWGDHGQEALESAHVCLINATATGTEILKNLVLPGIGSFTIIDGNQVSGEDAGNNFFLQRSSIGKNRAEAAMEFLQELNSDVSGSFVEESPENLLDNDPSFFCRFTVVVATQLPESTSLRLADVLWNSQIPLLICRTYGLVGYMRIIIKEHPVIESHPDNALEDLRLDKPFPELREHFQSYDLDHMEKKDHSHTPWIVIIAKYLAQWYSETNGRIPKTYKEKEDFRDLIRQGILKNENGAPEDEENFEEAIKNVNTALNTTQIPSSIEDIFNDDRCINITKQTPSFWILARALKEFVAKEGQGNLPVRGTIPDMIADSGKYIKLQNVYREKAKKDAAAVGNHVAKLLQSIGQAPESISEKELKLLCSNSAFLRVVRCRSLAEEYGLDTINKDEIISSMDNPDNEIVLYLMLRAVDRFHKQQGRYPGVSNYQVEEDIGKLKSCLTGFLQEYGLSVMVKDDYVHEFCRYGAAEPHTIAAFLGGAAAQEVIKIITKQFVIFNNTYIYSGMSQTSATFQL
SKN-1 block: inhibitors of C. elegans SKN-1. C. elegans VP596 Pgst-4::GFP/RFP ratio, acrylamide-induced, 24 h. inhibition, % at 21.8 µM. 360,000 tested, 0.49% active;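 active = interference check ratio from 0.5 to 1.5 plus GFP to RFP signal ratio inhibition reaching or exceeding a fixed threshold, cut at about 30% in these data, passing the limit was not always enough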; note: some compounds called inactive have numbers as strong as hits
DNMT1 inh: DNMT1 (human) enzyme inhibition; 360,000 tested, 0.83% active; P26358; DNMT1 molecular beacon, Hinp1I cleavage, fluorescence; inhibition (reported as % activation of signal), % at 10 µM; AID 588458; in the data active = inhibition above about 50%
LMPTP block: blocks human LMPTP phosphatase; inhibition, % at 20 µM; 360,000 tested, 0.22% active; AID 651560; recombinant LMPTP-A, OMFP fluorogenic substrate, fluorescence intensity; P24666;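 active = compounds that cut the enzyme signal by at least half of the control window in the single-dose screen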;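 note: plate controls were DMSO wells with enzyme plus substrate for no effect and substrate without enzyme for full effect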
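Test system: LMPTP-A, protein tyrosine phosphatase of low molecular weight; Input: 0.625 nM enzyme; Incubation: 50 min dark incubation at room temperature; Signal: endpoint fluorescence intensity from OMFP dephosphorylation; Read-out basis: % inhibition versus control wells.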
NRP1-CendR mod: modulators of CendR peptide binding to human neuropilin-1; O14786; FAM-RPARPAR peptide binding to NRP-1, fluorescence polarization; inhibition, % at 25 µM; 360,000 tested, 0.85% active; AID 602438;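 active = inhibition or corrected inhibition above about 18%, plus a signal ratio from 0.5 to 1.5, limit read from the data, passing the limit was not always enough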; note: strong numbers were not always called active
SUMO1 PPI mod: alters human SUMO1 binding to SIM partners. P63165. SUMO1 binding to a labelled peptide, TR-FRET, 1 h. inhibition, % at 20 µM. 360,000 tested, 0.33% active. AID 602429; in the data active = inhibition above about 37%
Target sequence (P63165 whole entry, looked up): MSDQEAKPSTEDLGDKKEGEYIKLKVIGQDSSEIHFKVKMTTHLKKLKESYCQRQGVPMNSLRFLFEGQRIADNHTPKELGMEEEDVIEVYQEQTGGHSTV
Scp-1 inhibitor: Scp-1 (human) phosphatase inhibition; inhibition, % at 20 µM; 340,000 tested, 0.88% active; Recombinant Scp1, phosphopeptide, malachite green phosphate absorbance;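 active = inhibition above about 50% at 20 µM, limit read from the data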;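 note: plate controls were DMSO wells with enzyme for no effect and wells lacking enzyme for full effect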
Target sequence (Q9GZU7 76-261 limits assumed): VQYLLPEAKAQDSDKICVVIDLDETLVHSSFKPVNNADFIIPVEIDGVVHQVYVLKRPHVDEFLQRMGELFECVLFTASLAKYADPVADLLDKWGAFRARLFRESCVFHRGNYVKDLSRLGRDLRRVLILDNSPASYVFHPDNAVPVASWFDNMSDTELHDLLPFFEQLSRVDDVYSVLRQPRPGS
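Material – SCP-1 phosphatase catalytic domain, residues 76-261 · Buffer or medium – Acidic Tris acetate buffer with magnesium and detergent · Also added – Phospho 17-mer peptide substrate · Compound – single 20 µM dose, 1% DMSO · Times – 45 min room-temperature reaction, 5 min colour, 30 min stabiliser · Technique – Phosphate-binding colour reagent, absorbance read at 630 nm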
NadD block: blocks S. aureus nicotinate mononucleotide adenylyltransferase; purified NadD enzyme, colorimetric absorbance read-out; inhibition, % at 20 µM; 360,000 tested, 0.78% active; in the data active = inhibition above about 26%; note: some compounds past the cut are filed as inactive
STEP block: STEP (human) phosphatase inhibition; P54829; recombinant STEP, OMFP fluorogenic substrate, fluorescence; inhibition, % at 20 µM; 360,000 tested, 0.25% active; AID 588621;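 active = inhibition at 20 µM, scaled per plate between control wells, above about 37%, limit read from the data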;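 note: 0% = DMSO with enzyme and substrate and 100% = substrate only without enzyme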
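medium = Bis-Tris buffer pH 6.0, 2.5 mM DTT, 0.005% Tween 20 | test system = STEP (striatal-enriched tyrosine phosphatase) enzyme, cell-free | measure = normalized % inhibition | compound dosing = 20 µM, 1% DMSO | also added = 25 µM OMFP | schedule = reaction 20 min, ambient temperature | measured by = fluorescence read at 480 nm ex / 540 nm em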
TbMetRS inhib: blocks T. brucei methionyl-tRNA synthetase activity | purified T. brucei MetRS, ATP depletion, Kinase-Glo luminescence | inhibition, % at 11.9 µM | 360,000 tested, 0.4% active | AID 624268;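 active = inhibition above a per-plate cutoff of the control wells' mean inhibition plus 3 SD, cut at about 5.5% in these data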;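 note: 0% = DMSO wells median and 100% = median of wells with control inhibitor compound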
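Material: parasite MetRS enzyme / Replication: singlicate, one well per compound / Signal: luminescence of leftover ATP / Schedule: 2 h aminoacylation at 25 °C after 15 min preincubation / Medium: HEPES-MgCl2-KCl buffer plus DTT, spermine, BSA, pyrophosphatase / Doses: 11.9 µM single point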
* = called active by the depositor; i = inactive; · = not tested or not shown. An unsorted share of the library; any-hit rate near 4.6%.

#1 O=C(C1CCN(CCc2ccccc2)CC1)N1CCOCC1
#2 O=C(Nc1nccs1)[C@@H]1CCCN1C(=O)c1cccs1
#3 COc1ccc(OCC(=O)NNC(=O)c2cccc(C)c2)cc1
#4 Cc1cccc(NC(=S)NCc2ccc3[nH]c4c(c3c2)CCCC4)c1
#5 CCc1ccccc1NC(=O)CSc1nc2n[nH]c(C)c2c(=N)n1-c1cccc(OC)c1
#6 N/C(=N\OS(=O)(=O)c1ccccc1)c1cccnc1

Compound	1	2	3	4	5	6
DNMT1 inh	0	1	6	-24	-6	-5
SKN-1 block	19	-4	14	16	0	5
STEP block	-3	-1	-1	-2	-3	-2
Neddylation inh	i	i	i	i	i	i
NRP1-CendR mod	4	-6	-1	3	-2	8
TbMetRS inhib	-0.3	-0.6	-0.5	-0.7	-1.0	0.5
SUMO1 PPI mod	7	-1	2	6	21	4
LMPTP block	-0.1	-1.4	-0.3	2.3	-21	-1.1
NadD block	1	-2	3	3	6	-7
Scp-1 inhibitor	0	-12	-1	-7	-3	-11

#7 O=[N+]([O-])c1ccc2c(c1)C(N1CCOCC1)/C(=C/COc1ccc(F)cc1)O2 (centres undefined)
#8 Cc1ccc(C(=O)c2c3ccc([N+](=O)[O-])cc3[n+]([O-])n2CCCN)cc1
#9 CCOC(=O)c1cnc2sc3c(n2c1=O)CCCC3
#10 C=CCn1c(-c2csc3ccccc23)n[nH]c1=S
#11 CCCn1c(=O)c(C(=O)NNS(=O)(=O)c2ccc(C)cc2)c(O)c2ccccc21
#12 CC1(C)Cc2ccccc2C(N/N=C/c2cccc(F)c2)=N1

Compound	7	8	9	10	11	12
DNMT1 inh	-2	-17	-1	3	5	-1
SKN-1 block	3	11	6	13	2	13
STEP block	0	0	0	-7	2	2
Neddylation inh	i	i	·	i	i	i
NRP1-CendR mod	4	-16	-18	-6	3	-1
TbMetRS inhib	0.1	0.0	-1.6	-0.7	0.3	-0.6
SUMO1 PPI mod	-5	-73	5	3	5	2
LMPTP block	1.0	-4.8	0.1	-1.0	1.5	-3.1
NadD block	2	8	-2	-4	11	-5
Scp-1 inhibitor	-13	-8	-2	-4	-18	5

#13 CCCN(CC(=O)Nc1ccccc1C)C(=O)c1sc2ccccc2c1Cl
#14 O=C(NCc1ccc(F)cc1)c1c2c(nc3ccccc13)CCN(Cc1ccccc1)C2
#15 CN(C)S(=O)(=O)c1ccc(C(=O)NCC(C)(C)N2CCOCC2)cc1
#16 O=C(CCc1ccccc1)Nc1nncs1
#17 Cc1cccc(Cl)c1OCCCN1CCOCC1
#18 CCc1ccc(NC(=O)C2CCCN(S(=O)(=O)c3cccnc3)C2)cc1 (centres undefined)

Compound	13	14	15	16	17	18
DNMT1 inh	-6	-2	1	2	1	1
SKN-1 block	10	-1	7	-1	11	19
STEP block	0	2	-2	-3	-3	-2
Neddylation inh	i	i	i	i	i	i
NRP1-CendR mod	-4	-15	-5	-6	15	4
TbMetRS inhib	-0.5	-1.0	0.1	-0.3	0.3	-0.7
SUMO1 PPI mod	-37	-4	1	-5	1	5
LMPTP block	-8.5	-1.7	-0.5	-3.6	-1.8	-0.3
NadD block	0	1	-6	-1	0	-6
Scp-1 inhibitor	-9	-7	-2	-15	-14	3

#19 CCC1COCCS(=O)(=O)N1Cc1ccc(Cl)cc1 (centres undefined)
#20 COc1ccc(C(=O)CSc2nnc(C(CO)NC(=O)c3ccc(OC)cc3)n2C)cc1 (centres undefined)
#21 S=C(CN1CCCC1=S)N1CCOCC1
#22 O=C(COC(=O)CNC(=O)c1cccc([N+](=O)[O-])c1)Nc1nc2ccccc2s1
#23 COc1ccc(Cl)cc1NC(=S)N1CC(C)OC(C)C1 (centres undefined)
#24 Cc1ccc(NC2CCCN(C(=O)c3ccc4nccnc4c3)C2)cc1C (centres undefined)

Compound	19	20	21	22	23	24
DNMT1 inh	4	-1	-1	-2	1	0
SKN-1 block	4	14	1	-10	14	-7
STEP block	2	3	-2	-3	0	1
Neddylation inh	i	i	i	i	i	i
NRP1-CendR mod	6	4	1	-5	3	43*
TbMetRS inhib	-0.2	-0.1	-0.5	0.2	0.1	-0.4
SUMO1 PPI mod	-4	-2	7	-20	8	-8
LMPTP block	2.0	-3.9	-2.6	1.2	-0.9	-0.7
NadD block	2	4	-6	2	-30	0
Scp-1 inhibitor	1	0	-11	-5	-2	-10

#25 CCCn1c(NCc2ccco2)nc2ccccc21
#26 COc1cccc(CN2CCN(C3CCN(c4ccccc4F)CC3)CC2CCO)c1 (centres undefined)
#27 CCCN(CC1CC1)C(=O)CSc1nnc(-c2cc(-c3cccs3)nc3ccccc23)o1
#28 O=[N+]([O-])c1cc(S(=O)(=O)N2CCCC2)ccc1N/N=C/c1cccnc1
#29 Cc1cc(Cl)ccc1OCC(=O)OCC(=O)Nc1ccc(F)c([N+](=O)[O-])c1
#30 CCOc1cc(NC(=S)NCCc2ccccc2)c(OCC)cc1NC(C)=O

Compound	25	26	27	28	29	30
DNMT1 inh	0	11	4	22	-7	-1
SKN-1 block	4	-11	15	0	1	-1
STEP block	-2	-1	2	0	-1	2
Neddylation inh	i	i	·	i	i	i
NRP1-CendR mod	-15	-2	-1	2	-2	3
TbMetRS inhib	1.0	-1.6	0.6	-0.5	2.0	-0.8
SUMO1 PPI mod	3	1	1	-20	-16	-2
LMPTP block	4.9	1.0	7.6	1.4	4.8	-1.0
NadD block	0	-2	6	0	-6	1
Scp-1 inhibitor	5	1	-3	-3	-8	1

#31 COc1ccc(C2(NC(C)=O)CCN(Cc3cccnc3)CC2)cc1
#32 COC(=O)c1c(C(=O)OC)c(-c2cccc(F)c2)n2c1CS(=O)(=O)C2
#33 COc1ccc(S(=O)(=O)NCc2ccc(C(=O)N3CCN(Cc4ccccc4)CC3)cc2)cc1
#34 COC(=O)c1ccccc1NC(=O)C1CCC(=O)N1S(=O)(=O)c1ccc(C)cc1 (centres undefined)
#35 O=C(CSc1ccccc1)N1CCN(c2ccc(F)cc2)CC1
#36 COc1ccccc1C(=O)NC(=O)CSc1nnc(SC)s1

Compound	31	32	33	34	35	36
DNMT1 inh	-1	3	-3	2	0	0
SKN-1 block	20	2	-4	-14	-6	4
STEP block	-1	5	0	-2	-1	0
Neddylation inh	i	i	i	i	i	i
NRP1-CendR mod	4	-10	12	0	5	-5
TbMetRS inhib	0.1	-0.9	-0.4	-1.7	-0.5	-0.2
SUMO1 PPI mod	2	10	-2	2	2	-3
LMPTP block	-1.9	-0.4	-1.2	0.0	-0.4	-0.8
NadD block	-8	-7	-1	-6	-2	-5
Scp-1 inhibitor	-12	-14	-3	-4	-4	4

Two of the compounds above, as tab-separated lines.
entry	Molecule	DNMT1 inh	SKN-1 block	STEP block	Neddylation inh	NRP1-CendR mod	TbMetRS inhib	SUMO1 PPI mod	LMPTP block	NadD block	Scp-1 inhibitor
35	O=C(CSc1ccccc1)N1CCN(c2ccc(F)cc2)CC1	0	-6	-1	i	5	-0.5	2	-0.4	-2	-4
36	COc1ccccc1C(=O)NC(=O)CSc1nnc(SC)s1	0	4	0	i	-5	-0.2	-3	-0.8	-5	4

Additional compounds follow.
#37 S=C(c1ccc(-c2ccc(Cl)cc2Cl)o1)N1CCCC1
#38 Cc1cc(Cl)ccc1OCCCC(=O)NCc1ccccn1
#39 COc1ccc(CCNC(=O)COC(=O)Cn2cnc3ccccc32)cc1OC
#40 Cc1ccc(CN2CCN(Cc3ccc4cccc(F)c4n3)CC2CCO)cc1 (centres undefined)
#41 O=C(Cn1cnnn1)NC1CCCN(Cc2ccccc2F)C1 (centres undefined)
#42 CCC(C)[C@H](NC(=O)N1c2ccccc2NC(=O)[C@@H]1C(C)C)C(=O)N[C@@H](Cc1ccccc1)C(=O)O (some centres undefined)

Compound	37	38	39	40	41	42
DNMT1 inh	-1	-1	3	1	0	-2
SKN-1 block	4	-6	-13	1	-14	-8
STEP block	4	3	-2	-3	1	-4
Neddylation inh	i	i	i	i	i	i
NRP1-CendR mod	-12	18	-7	-5	2	13
TbMetRS inhib	-0.2	0.6	-0.5	-0.4	0.5	-1.8
SUMO1 PPI mod	-6	-2	-1	-6	0	2
LMPTP block	0.4	-0.2	-3.3	0.1	-1.1	0.2
NadD block	5	2	-6	-2	-4	-4
Scp-1 inhibitor	-11	-6	-11	-5	-10	1

#43 O=C(Nc1ccc2c(c1)OCCO2)c1cc2sccc2n1Cc1ccc(F)cc1
#44 O=C(CSc1nnc(NC(=O)c2ccc(S(=O)(=O)N3CCOCC3)cc2)s1)Nc1ccccc1C(F)(F)F
#45 CCN(C(=O)COC(=O)c1ccc(O)cc1)c1cccc2ccccc12
#46 CCn1c(COc2ccccc2C)nc2ccccc21
#47 CC(C)NC(=O)N1CCCN(c2nc3ccc(Cl)cc3s2)CC1
#48 Cc1nn(-c2ccccc2)c(N2CCCC2)c1/C=N/NC(=S)Nc1ccccc1C(F)(F)F
#49 O=C(c1ccccc1-n1cccn1)N1CCc2c([nH]c3ccccc23)C1c1ccccn1 (centres undefined)

Compound	43	44	45	46	47	48	49
DNMT1 inh	-14	-1	1	-1	1	-12	-2
SKN-1 block	4	-7	-18	-1	3	-2	11
STEP block	2	-2	-2	0	2	-2	-1
Neddylation inh	i	i	i	i	i	i	i
NRP1-CendR mod	1	12	-2	-1	0	12	1
TbMetRS inhib	0.5	-0.2	-0.1	0.2	0.4	-0.4	-1.0
SUMO1 PPI mod	0	5	5	1	-4	-1	1
LMPTP block	4.9	-0.9	-0.6	0.2	-1.0	2.5	-0.7
NadD block	7	3	-5	-7	-8	23	8
Scp-1 inhibitor	-10	3	0	1	7	7	-3

Structures listed so far with an aryl thioether with sulfur outside any ring:
#5 CCc1ccccc1NC(=O)CSc1nc2n[nH]c(C)c2c(=N)n1-c1cccc(OC)c1
#20 COc1ccc(C(=O)CSc2nnc(C(CO)NC(=O)c3ccc(OC)cc3)n2C)cc1 (centres undefined)
#27 CCCN(CC1CC1)C(=O)CSc1nnc(-c2cc(-c3cccs3)nc3ccccc23)o1
#35 O=C(CSc1ccccc1)N1CCN(c2ccc(F)cc2)CC1
#36 COc1ccccc1C(=O)NC(=O)CSc1nnc(SC)s1
#44 O=C(CSc1nnc(NC(=O)c2ccc(S(=O)(=O)N3CCOCC3)cc2)s1)Nc1ccccc1C(F)(F)F

Compound	5	20	27	35	36	44
DNMT1 inh	-6	-1	4	0	0	-1
SKN-1 block	0	14	15	-6	4	-7
STEP block	-3	3	2	-1	0	-2
Neddylation inh	i	i	·	i	i	i
NRP1-CendR mod	-2	4	-1	5	-5	12
TbMetRS inhib	-1.0	-0.1	0.6	-0.5	-0.2	-0.2
SUMO1 PPI mod	21	-2	1	2	-3	5
LMPTP block	-21	-3.9	7.6	-0.4	-0.8	-0.9
NadD block	6	4	6	-2	-5	3
Scp-1 inhibitor	-3	0	-3	-4	4	3
